GPR55 antagonists – GPR55 antagonists blocking LPI-driven arrestin recruitment, primary screen, imaging, U2OS, beta-arrestin-GFP, LPI agonist (AID 2013); U2OS GPR55 beta-arrestin-GFP translocation imaging, LPI antagonism; higher % means a stronger effect; inhibition, % at 10 µM; hits with a dose series show IC50 in µM; hit rate 0.13% among 290,000;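 active means spots per cell inhibited over 60%, with over 100 cells counted and total cytoplasm intensity under 500,000; inconclusive means wells with under 100 cells, flagged as likely toxic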;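 further: U2OS cells stably carrying GPR55 and arrestin-GFP stimulated by 5 µM LPI near EC80; imaged beta-arrestin-GFP aggregate spots per cell after agonist stimulation; plate controls were LPI-stimulated DMSO wells for no effect and DMSO wells without LPI for full effect; some results filed as inactive read as strong as hits; confirmed hits need IC50 under 10 µM and bright autofluorescent wells are also inconclusive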
GPR35 arrestin U2OS – inhibition of zaprinast-stimulated GPR35 beta-arrestin translocation – imaging, U2OS, beta-arrestin-GFP, zaprinast agonist, primary screen (AID 2058); hit rate 0.052% among 290,000; U2OS GPR35 beta-arrestin-GFP translocation imaging, zaprinast antagonism; higher % means a stronger effect; inhibition, % at 10 µM, or IC50 in µM where a hit was titrated;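 active means inhibition of at least 50% with at least 30 cells and total cytoplasm GFP at most 10,000,000; inconclusive means under 30 cells or total GFP of 10,000,000 plus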
KOR beta-arrestin-1 – KOR antagonists, beta-arrestin recruitment, cell-based, luminescence, uHTS (AID 1778); KOR beta-arrestin recruitment, luminescence, antagonist mode; higher % means a stronger effect; one-dose inhibition, % at 10 µM; IC50 in µM for titrated hits; hit rate 0.091% among 290,000; in the data active means inhibition above about 50%; further: strong numbers were not always called active
GPR55 activation – GPR55 agonists via beta-arrestin recruitment, primary screen, imaging, U2OS cells, beta-arrestin-GFP redistribution (AID 1961); U2OS GPR55 beta-arrestin-GFP redistribution imaging; higher % means a stronger effect; activation, % at 10 µM, or EC50 in µM where a hit was titrated; hit rate 0.048% among 290,000;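 active means activation above 40% with more than 50 cells counted in the well; inconclusive means wells holding fewer than 50 cells, flagged as toxic or sparse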;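 further: U2OS osteosarcoma cells stably expressing GPR55 and beta-arrestin-GFP; plate controls were DMSO negative control for no effect and LPI positive control for full effect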
NTR1 agonist – agonists of NTR1, primary screen, imaging, U2OS cells, beta-arrestin-GFP, high content (AID 493036). P30989. NTR1-U2OS beta-arrestin-GFP spot imaging, agonist mode. activation, % at 20 µM. hit rate 0.17% among 330,000;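 active means activation at or above 40% of the spot to cytoplasm intensity ratio, with at least 20 cells analyzed; inconclusive means wells under 20 cells, flagged as cytotoxic or low count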;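 further: 0% = DMSO without peptide and 100% = 100 nM NTR1 peptide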
Target sequence (P30989 whole entry, looked up): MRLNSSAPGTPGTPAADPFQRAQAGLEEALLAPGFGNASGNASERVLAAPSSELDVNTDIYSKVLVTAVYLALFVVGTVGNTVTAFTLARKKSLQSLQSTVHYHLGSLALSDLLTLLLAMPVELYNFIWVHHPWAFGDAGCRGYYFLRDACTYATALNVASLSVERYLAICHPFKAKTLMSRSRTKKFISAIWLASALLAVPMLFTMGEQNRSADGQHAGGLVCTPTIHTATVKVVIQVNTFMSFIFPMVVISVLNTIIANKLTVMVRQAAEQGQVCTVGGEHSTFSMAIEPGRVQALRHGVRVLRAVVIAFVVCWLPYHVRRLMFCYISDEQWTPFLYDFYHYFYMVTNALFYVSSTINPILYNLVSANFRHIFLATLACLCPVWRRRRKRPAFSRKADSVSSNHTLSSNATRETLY
NOD1 NF-kB reporter – NOD1 signaling inhibitors, primary screen, cell-based, luminescence, uHTS (AID 1578). NOD1-driven NF-kB luciferase reporter cells, luminescence; higher % means a stronger effect. one-dose inhibition, % at 4 µM; EC50 in µM for titrated hits. hit rate 1% among 290,000; in the data active means inhibition mostly above about 36%, no sharp cut-off; inactive means mostly below about 34%;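 further: HEK-293T reporter cells stimulated with the NOD1 agonist gamma-tri-DAP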
MgcRacGAP inhibition – MgcRacGAP GTPase-activating activity inhibitors, confirmation, biochemical, ADP Hunter fluorescence | hit rate 0.6% among 340,000 | AID 624330 | MgcRacGAP-stimulated Rac1 GTP hydrolysis, ADP Hunter fluorescence; higher % means a stronger effect; GST-tagged Rac1 F28L mutant substrate | one-dose inhibition, % at 30 µM; IC50 in µM for titrated hits;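 active means first-screen hits whose inhibition reached a set limit at any dose in the follow-up dose series; inconclusive means inhibition above the set first-screen limit but never retested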;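 further: fluorescence reports GDP produced by GAP-driven GTP hydrolysis; strong numbers were not always called active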
UTI89 phage lysis – protection from phage-mediated lysis, alamar blue read-out – E. coli UTI89, K1F phage, bacterial capsule biogenesis inhibitors (AID 488966); E. coli UTI89 K1F phage lysis, alamar blue, 2 h; higher % means a stronger effect; inhibition, % at 100 µM, or IC50 in µM where a hit was titrated; hit rate 0.02% among 340,000;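 active means phage lysis inhibition, versus mean bacterial control, above a set limit; inconclusive means no clear call, values can overlap the other calls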;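 further: capsule biogenesis inhibitors block K1F phage lysis so surviving cells raise fluorescence; higher fluorescence means more inhibition of phage lysis; actives were called in the ten point dose series up to 300 µM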
KOR beta-arrestin-2 – KOR agonists, beta-arrestin recruitment, primary screen, cell-based, luminescence, uHTS (AID 1777). KOR beta-arrestin recruitment, luminescence; higher % means a stronger effect. activation, % at 10 µM, or EC50 in µM where a hit was titrated. hit rate 0.02% among 280,000; in the data active means activation above about 50%, passing the limit was not always enough; further: a part of the inactive calls stands beside numbers as strong as those of hits
NTR1 agonist cell count 20 µM – further read-out of NTR1 agonist, marked with its call; cell count; measured here: cell count, cytotoxicity flag
Starred values were filed as active, the others as inactive; ? = inconclusive; nt = not tested or not shown; [ ] = dose if it differs, or a comment. Only part of the results is shown. The share of hits here may be higher or lower than overall.

SMILES	GPR55 antagonists	GPR35 arrestin U2OS	KOR beta-arrestin-1	GPR55 activation	NTR1 agonist	NTR1 agonist cell count 20 µM	NOD1 NF-kB reporter	MgcRacGAP inhibition	UTI89 phage lysis	KOR beta-arrestin-2
O=C(CN1CCN(C(=O)c2ccco2)CC1)Nc1cc(Cl)ccc1Cl	1%	-4%	-14%	-0.2%	1.5	75	-9%	5%	0.2%	16%
CCCCC(CC)CNC(=O)/C=C/c1ccc(F)cc1 (stereo not given)	19%	1%	nt	-0.4%	0.8	49	-9%	nt	nt	-0.5%
COc1ccc(-c2nc(-c3cccc(C)c3)no2)cc1OC	2%	4%	28%	-0.1%	4.7	79	-63%	3%	4.2%	4.7%
O=C(O)CC1(CC(=O)Nc2ccc(Oc3cccc(C(F)(F)F)c3)nc2)CCCC1	5%	-4%	18%	0.2%	0.3	56	-5%	nt	nt	6.1%
CC(C)c1cc(C(=O)N2CCN(C(c3ccccc3)c3ccccc3)CC2)no1	7%	14%	21%	0.4%	4.2	37	-28%	-3%	6.0%	3.3%
CCOC(=O)c1c(C)nc(SCC(N)=O)c(C#N)c1-c1ccccc1	5%	-7%	-4%	0.1%	3.9	69	-25%	8%	1.4%[50 µM]	-0.8%
O=C(Oc1ccc(N2C(=O)C3C4CCC(C4)C3C2=O)cc1)c1ccco1 (stereo not given)	16%	7%	2%	0.0%	-1.3	53	-23%	6%	-0.1%	0.6%
Oc1ccccc1-c1nnc2n1CCCCC2	-4%	-1%	14%	-0.1%	nt	nt	-8%	nt	0.5%[50 µM]	-11%
Cc1ccc(NC(=O)CCc2nnc(SCC(=O)Nc3ccccc3C)n2C)cc1Cl	-5%	-10%	20%	-0.2%	-1.0	44	nt	-1%	1.9%	2.0%
CCOC(=O)c1c(-c2ccc(OC)c(OC)c2)csc1NC(=O)C1CCCO1 (stereo not given)	-2%	2%	-32%	0.2%	0.4	54	-29%	8%	-0.3%	-3.8%
Cc1ccc(S(=O)(=O)N/N=C/c2cc([N+](=O)[O-])ccc2O)cc1[N+](=O)[O-]	4%	4%	-3%	-0.3%	-0.1	64	-41%	15%	0.8%	-5.4%
CCCCNC(=O)COC(=O)c1ccc(F)cc1Cl	10%	4%	-33%	-0.4%	-1.3	22	-4%	1%	-0.4%	3.8%
CCCCC(=O)Nc1ccc2c3c(cccc13)C(=O)N2CC	-1%	8%	-57%	-0.1%	0.2	53	6%	5%	-0.2%	4.4%
Cc1ccnc(NS(=O)(=O)c2ccc(NC(=O)c3oc4ccc(F)cc4c3C)cc2)n1	2%	1%	-3%	0.6%	0.8	53	-1%	9%	0.9%[50 µM]	4.3%
Cc1ccc(CNC(=O)CCS(=O)(=O)c2ccc(Cl)cc2)cc1	9%	12%	-22%	-0.2%	1.3	61	-16%	-1%	0.8%	-8.6%
O=C1CCCN2N=C(SCC(=O)Nc3ccccc3C(F)(F)F)SC2=N1	14%	2%	4%	-0.2%	3.0	65	-41%	14%	0.0%	-4.5%
CCc1ccc(-c2nn(-c3ccccc3)cc2C2SCC(=O)N2Cc2ccco2)cc1 (stereo not given)	-2%	-6%	-40%	-0.1%	3.2	93	11%	9%	-0.4%	nt
O=C(CSc1nnc(Cc2ccccc2)o1)Nc1ccc2c(c1)OCO2	3%	-2%	-13%	-0.1%	-1.0	29	-31%	9%	0.3%	-1.4%
CC(=O)C(C)Oc1ncn(-c2ccccc2)n1 (stereo not given)	19%	4%	-5%	-0.2%	-0.5	36	-6%	13%	0.8%	-0.5%
CC(=O)N1C(=O)/C(=C2\SC(=S)N(c3c(C)n(C)n(-c4ccccc4)c3=O)C2=O)c2ccccc21	25%	-7%	14%	-0.2%	nt	nt	-44%	5%	3.8%[50 µM]	-6.3%
CCCN(C(=O)c1cc2c(s1)CCC2)c1c(N)n(Cc2ccccc2)c(=O)[nH]c1=O	-3%	-2%	21%	-0.3%	2.6	66	-6%	17%	-0.3%[50 µM]	5.9%
O=C(COC(=O)c1cccs1)NC1CCCC1	12%	6%	-38%	-0.1%	1.0	41	-4%	5%	0.4%	2.2%
CCN(CC)S(=O)(=O)c1ccc2oc(Nc3ccc(OC)cc3)nc2c1	1%	-5%	-4%	0.3%	1.9	57	-33%	6%	0.2%	-0.4%
CC(C)(C)c1ccc(-c2cc(C(=O)NNC(=O)Nc3ccccc3)c3ccccc3n2)cc1	7%	-11%	-18%	-0.2%	6.5	51	-63%	-4%	3.5%	-1.1%
O=C(CS(=O)(=O)Cc1ccccc1)NCCc1ccc(F)cc1	6%	0%	-8%	-0.1%	-0.5	58	0%	2%	0.3%	3.9%
O=C(CCc1nc2ccccc2c(=O)[nH]1)OCC(=O)c1ccc(C2CCCCC2)cc1	2%	2%	-19%	-0.1%	1.0	57	-22%	-1%	1.4%	5.7%
Cn1c(CNC(=O)C(C)(C)C)nc2ccccc21	0%	0%	-16%	-0.1%	-0.8	82	27%	5%	0.9%	2.3%
COc1ccc(CC(=O)Oc2ccccc2C)cc1	-9%	2%	11%	-0.1%	1.6	63	0%	2%	-0.2%	-1.0%
c1ccc(N2CCN(c3ncnc4scc(-c5cccs5)c34)CC2)cc1	8%	-7%	24%	0.5%	10	68	nt	-5%	0.8%	-0.3%
C/C(CC(C)C)=N\Oc1nc(C)cc(C)n1	-4%	-7%	-9%	-0.1%	0.8	55	2%	nt	nt	2.0%

Arranged by value in KOR beta-arrestin-1 (descending): 3 of the compounds above.
| SMILES | KOR beta-arrestin-1 |
| --- | --- |
| c1ccc(N2CCN(c3ncnc4scc(-c5cccs5)c34)CC2)cc1 | 24% |
| COc1ccc(CC(=O)Oc2ccccc2C)cc1 | 11% |
| CC(=O)C(C)Oc1ncn(-c2ccccc2)n1 (stereo not given) | -5% |

Remaining list, next part:
SMILES	GPR55 antagonists	GPR35 arrestin U2OS	KOR beta-arrestin-1	GPR55 activation	NTR1 agonist	NTR1 agonist cell count 20 µM	NOD1 NF-kB reporter	MgcRacGAP inhibition	UTI89 phage lysis	KOR beta-arrestin-2
O=C(CSc1nc2ncccc2[nH]1)Nc1ccc2c(c1)OCO2	5%	-9%	12%	0.0%	0.9	37	-13%	nt	nt	5.8%
COC(=O)CSc1nc(N2CCOCC2)c2c(c1C#N)CCCC2	-9%	-13%	7%	-0.3%	7.1	64	4%	7%	?	3.5%
Cc1cccc(OCc2nnc(SCC(=O)Nc3ccc(C)c(Cl)c3)o2)c1	9%	-1%	-24%	-0.1%	5.8	47	-5%	-1%	3.7%	2.0%
Cn1c(=O)[nH]c(=O)c2c1nc(N1CCCCC1)n2CC(O)COc1ccc([N+](=O)[O-])cc1 (stereo not given)	-12%	12%	-3%	-0.2%	-0.9	46	-8%	0%	-0.3%	6.3%
O=C1c2ccccc2C(Nc2ccccc2)N1Cc1ccc2c(c1)OCO2 (stereo not given)	6%	5%	16%	0.6%	5.8	61	-8%	12%	0.4%	-0.5%
COc1cccc2cc(C(=O)NCCc3c[nH]c4ccccc34)c(=O)oc12	-1%	7%	-26%[20 µM]	-0.1%	2.1	67	-11%	0%	0.2%	-5.2%
COc1ccc(/C(C)=N/NC(=O)c2ccc(NS(=O)(=O)c3cccs3)cc2)cc1	5%	-11%	-8%	0.0%	1.1	55	-10%	-5%	0.4%	2.0%
COc1ccc(/C=N/NC(=O)c2cc(C)on2)c2ccccc12	7%	-3%	-16%	-0.1%	0.1	62	6%	12%	2.0%	2.6%
Cc1cccc(NCC(=O)N/N=C\c2ccccn2)c1	10%	11%	-40%[20 µM]	-0.1%	2.0	49	-32%	-3%	0.7%	nt
COc1ccc(N2CCN(C(=O)CNC(=O)c3ccco3)CC2)cc1	6%	2%	12%	1.0%	-0.1	66	-5%	24%	1.6%[50 µM]	-0.9%
CCC(=O)OCc1c(C(F)(F)F)nn(C)c1Sc1ccc(F)cc1	4%	-1%	10%	-0.1%	1.1	93	12%	9%	-0.1%	4.3%
CCCOc1ccc(C2=NNC(c3cccs3)=Nc3ccc(OC)cc32)cc1	16%	16%	-28%	-0.2%	9.2	75	22%	6%	0.2%	5.5%
CN(C(=O)CSC1=NC2C(N=N1)c1cc(Br)ccc1N2C)C1CCCCC1 (stereo not given)	14%	3%	-66%[20 µM]	-0.1%	-0.1	36	-68%	9%	0.6%	nt
CCc1ccc(C(=O)c2ccccc2C(=O)O)s1	1%	15%	-2%	0.0%	-0.8	59	9%	6%	3.6%	-1.1%
O=C(NNC(=O)C1CC2CCC1C2)c1ccccc1 (stereo not given)	-9%	-20%	-59%	-0.3%	2.2	62	12%	3%	0.2%	7.3%
CC1=Nn2c(nnc2-c2cc(C)[nH]n2)SC1	0%	-4%	-6%	-0.1%	2.9	52	-18%	-13%	-0.1%	nt
Cc1onc(-c2ccccc2Cl)c1C(=O)Nc1nnc(-c2cccc([N+](=O)[O-])c2)s1	-13%	15%	-46%	-0.3%	-1.7	42	51%	5%	-0.1%	-1.1%
CN(Cc1ccon1)C(=O)CC1C(=O)NCCN1Cc1cccc(Oc2ccccc2)c1 (stereo not given)	2%	-1%	-1%[20 µM]	-0.1%	-1.5	59	-24%	-5%	0.3%	nt
CCN(CC)CCC#CC1(O)c2ccccc2-c2ccccc21	6%	2%	13%[20 µM]	0.3%	0.9	66	-10%	-9%	-1.4%	-1.5%
COc1ccc(N(CC(=O)NC2CCCC2)C(=O)CS(=O)CC(=O)Nc2ccc3c(c2)OCO3)cc1 (stereo not given)	0%	5%	-19%[20 µM]	0.5%	0.3	57	-24%	9%	0.3%	nt
COC(=O)C1C(c2ccccc2)C(C(=O)N2CCOCC2)C1c1ccccc1 (stereo not given)	-2%	2%	nt	0.2%	2.3	79	-2%	-4%	0.4%	0.2%

Screens: PubChem, several laboratories
